Runt-SMMHC FRET – inhibitors of RUNX1 Runt–CBFb-SMMHC binding, primary screen, biochemical, FRET, Cerulean-Runt, Venus-CBFb-SMMHC, uHTS | hit rate 0.74% among 220,000 | Cerulean-Runt/Venus-CBFb-SMMHC FRET ratio 530/480, 1 h | Runt-related transcription factor 1 (Homo sapiens) + Core-binding factor subunit beta … | inhibition, % at 20 µM;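 active = mean inhibition across duplicate retests at 20 µM reaching about 50%, limit read from the data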;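 note: 0% = DMSO wells and 100% = wells with excess untagged CBFb-SMMHC; inhibitors lower the FRET ratio by blocking Runt binding to CBFb-SMMHC; some results filed as inactive read as strong as hits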
EP2 modulator – EP2 receptor modulators, cAMP readout, primary screen, cell-based, HTRF cAMP, PGE2 stimulation; Prostaglandin E2 receptor EP2 subtype (Homo sapiens), P43116; EP2-expressing cells, cAMP HTRF FRET, PGE2 co-stimulation; induction, % at 25 µM; hit rate 0.83% among 260,000;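 active = compounds whose cAMP rise, as percent of the full-agonist control response, exceeds 60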;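 note: rat C6 glioma line stably carrying human EP2 under a CMV promoter; the protocol text gives 20 µM as final concentration; 100% = response of wells given 1 µM PGE2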
Target sequence (P43116 whole entry, looked up): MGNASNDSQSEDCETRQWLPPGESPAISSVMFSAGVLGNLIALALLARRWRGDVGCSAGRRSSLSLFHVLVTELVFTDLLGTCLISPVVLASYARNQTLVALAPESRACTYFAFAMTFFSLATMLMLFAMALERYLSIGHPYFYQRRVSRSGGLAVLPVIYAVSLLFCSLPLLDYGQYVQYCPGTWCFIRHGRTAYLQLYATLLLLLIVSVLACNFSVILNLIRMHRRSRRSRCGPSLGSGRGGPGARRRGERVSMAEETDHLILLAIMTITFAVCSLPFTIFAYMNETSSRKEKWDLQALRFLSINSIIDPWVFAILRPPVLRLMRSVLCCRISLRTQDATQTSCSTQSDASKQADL
PERK inh – block of dimerizer-induced PERK translation repression, primary screen, PERK inhibitor project, CHO PERK-DD cells, SEAP luminescence, HTS; hit rate 0.17% among 220,000; inhibition, % at 5.6 µM; AID 1416, 2008; CHO PERK-DD fusion, SEAP luminescence translation reporter;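 active = inhibition above the mean inhibition of all tested compounds plus 3 SD, set separately per screening campaign, cut at about 2.9% in these data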;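 note: PERK kinase domain activated by AP20187 dimerizer at 100 nM; 0% = DMSO with dimerizer and 100% = rapamycin at 8.4 µM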
TNF necrop inh – inhibitors of TNF-alpha triggered necroptosis, primary screen, cell-based, Jurkat FADD-/-, single concentration. Jurkat FADD-/- TNF necroptosis rescue, ATP luminescence, 24 h; 0 = TNF only, 100 = no-TNF cells. activation (protection from cell death), % at 10 µM. hit rate 0.068% among 220,000;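 active = activation, meaning protection from cell death, of at least 50% relative to plate controls; inactive = activation below 50%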;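 note: necroptosis triggered by 40 ng/mL TNF-alpha added together with compound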
L929 necroptosis – inhibitors of zVAD-triggered necroptosis, primary screen, L929 cells; AID 1377, 2008; L929 zVAD necroptosis rescue, ATP luminescence, 24 h; with zVAD 60 µM; viability rescue, % at 10 µM; hit rate 0.38% among 220,000;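 active = activation, scaled between plate controls, above about 75%, limit read from the data; inactive = activation under that limit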;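 note: 0% = zVAD with DMSO and 100% = DMSO alone without zVAD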
Hck Nef HTS – inhibitors of Nef-activated human Hck kinase, primary screen, biochemical, Z-Lyte FRET, 384-well, Hck-YEEI; Tyrosine-protein kinase HCK (Homo sapiens), P08631; inhibition, % at 20 µM; hit rate 0.68% among 220,000; Recombinant Hck-YEEI plus Nef, Z-Lyte FRET kinase assay; AID 463187, 2010;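 active = Hck-Nef kinase inhibition above about 50%, limit read from the data; inactive = inhibition below that limit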;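 note: 0% = DMSO with Hck plus Nef and 100% = Hck alone without Nef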
Target sequence (P08631 whole entry, looked up): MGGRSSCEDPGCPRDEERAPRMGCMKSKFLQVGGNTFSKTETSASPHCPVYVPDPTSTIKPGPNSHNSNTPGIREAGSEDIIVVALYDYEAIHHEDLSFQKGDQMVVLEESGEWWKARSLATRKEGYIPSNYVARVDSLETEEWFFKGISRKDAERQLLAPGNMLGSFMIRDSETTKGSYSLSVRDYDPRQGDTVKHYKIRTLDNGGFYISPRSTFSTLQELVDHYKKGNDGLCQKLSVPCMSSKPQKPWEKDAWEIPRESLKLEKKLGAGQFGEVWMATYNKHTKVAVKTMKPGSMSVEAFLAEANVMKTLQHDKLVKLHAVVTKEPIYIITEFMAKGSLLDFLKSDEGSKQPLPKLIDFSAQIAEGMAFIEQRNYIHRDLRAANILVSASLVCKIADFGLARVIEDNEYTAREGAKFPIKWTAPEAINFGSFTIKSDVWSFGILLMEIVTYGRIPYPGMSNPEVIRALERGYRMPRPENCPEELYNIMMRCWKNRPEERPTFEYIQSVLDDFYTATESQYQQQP
Runt-CBFb FRET – inhibitors of RUNX1 Runt–CBFb binding, primary screen, biochemical, FRET, Cerulean-Runt, Venus-CBFb, uHTS | Runt-related transcription factor 1 (Homo sapiens) + Core-binding factor subunit beta … | Cerulean-Runt/Venus-CBFb FRET ratio 530/480, 1 h | inhibition, % at 20 µM | hit rate 0.46% among 220,000;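 active = inhibition over about 50% at 20 µM in the single-dose screen, limit read from the data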;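 note: 0% = DMSO wells and 100% = excess unlabeled CBFb competitor control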
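Doses: 20 µM compound in 1% DMSO | Material: Cerulean-labeled Runt domain protein | Amount: Each fluorescent fusion protein 100 nM | Schedule: Two 1 h room-temperature incubations shielded from light | Measured by: FRET fluorescence | Evaluation: Loss of energy transfer signal | Controls: Unlabeled CBFb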
EP2 antag – human EP2 receptor antagonists, primary screen, TR-FRET cAMP, C6 glioma cells | hit rate 0.52% among 260,000 | inhibition, % at 25 µM | C6 glioma cells expressing human EP2; cells stimulated with saturating PGE2 | Prostaglandin E2 receptor EP2 subtype (Homo sapiens), P43116 | AID 1422, 2008;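 active = percent inhibition above 40 after rounding to a whole number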;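 note: rat C6 glioma host cells with rolipram phosphodiesterase inhibitor present; the protocol text gives 20 µM as final concentration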
RBBP9 inhibitor – human RBBP9 inhibitors, primary screen, biochemical, fluorescence polarization, FP-Rh probe, HTS. Serine hydrolase RBBP9 (Homo sapiens), O75884. recombinant RBBP9. inhibition, % at 7.94 µM. hit rate 0.2% among 220,000;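 active = inhibition above the campaign mean of all tested compounds plus 3 SD, cut at about 14% in these data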;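 note: plate controls were DMSO wells with RBBP9 for no effect and wells lacking RBBP9 protein for full effect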
Target sequence (O75884 whole entry, looked up): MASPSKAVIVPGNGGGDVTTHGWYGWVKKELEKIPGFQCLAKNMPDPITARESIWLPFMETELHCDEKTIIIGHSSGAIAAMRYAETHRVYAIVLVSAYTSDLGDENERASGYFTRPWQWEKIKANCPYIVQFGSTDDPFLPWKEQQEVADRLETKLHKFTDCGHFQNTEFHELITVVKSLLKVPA
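Test system: recombinant human RBBP9; Timing: 30 min then 45 min, 25 °C; Detection: fluorescence polarization; Control set: RBBP9 with DMSO as uninhibited control, no-protein wells as full inhibition; Compound dosing: one concentration, 7.94 µM nominal, 0.794% DMSO; Probe or stimulus: FP-Rh activity-based probe, 375 nM before mixing.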
The depositor's hits bear a star; . = not tested or not shown; & = joins results of further samples.

SMILES	Runt-SMMHC FRET	EP2 modulator	PERK inh	TNF necrop inh	L929 necroptosis	Hck Nef HTS	Runt-CBFb FRET	EP2 antag	RBBP9 inhibitor
CCOC(=O)c1sc(NC(=O)COC(=O)c2ccco2)nc1C	5	20	2.3	-0.3	3.0	11	0	20	-2
Cc1cccc(-n2c(=O)c3c4c(sc3n3c(=S)[nH]nc23)CCC4)c1	13	-9	-0.3	0.1	3.2	15	9	4	-9
COc1ccc(S(=O)(=O)N2CC(O)CC2C(=O)OCc2nc3sc(C)c(C)c3c(=O)[nH]2)cc1 (stereo unspecified)	-13	21	0.2	1.6	0.2	-8	-6	6	0
CCCOC(=O)c1c(NC(=O)CCCn2nc([N+](=O)[O-])c(Cl)c2C)sc(C(=O)OC)c1C	1	20	0.0	2.4	.	2	-1	10	-11
Fc1ccc(N/N=C/c2ccncc2)c(F)c1	-2	0	-1.1	-2.7	-0.1	0	0	7	-4
CN(C)CCNC(=O)c1scc2c1CCCC2	-4	17	1.4	1.6	0.7	21	2	3	2
O=S(=O)(c1ccccc1)N1CCN(c2ccnc3cc(Cl)ccc23)CC1	-4	-43	-0.5	4.3	2.8	-1	-2	10	-9
CC1CN(C(=S)SCCN2Cc3ccccc3C2=O)CC(C)O1 (stereo unspecified)	-1	-10	0.1	2.3	0.2	-1	2	11	-7
CCOc1ccc(S(=O)(=O)n2c(C)nc3ccccc32)cc1	-1	-2	0.0	-0.1	4.2	14	1	8	-3
Cc1ccc2nc3c(cc(C(N)=S)c(=N)n3CCCOC(C)C)c(=O)n2c1	41	23	-0.7	-15	-0.7	13	11	11	-3
CC1CCCN(C(=O)COC(=O)c2n[nH]c3ccccc23)C1 (stereo unspecified)	2	-17	-0.7	-1.1	1.1	-2	-2	14	2
COc1cccc(C2C=C(c3ccc(Br)s3)Nc3ncnn32)c1OC (stereo unspecified)	63*	-43	-0.1	-0.5	-1.1	-6	19	112*	-5
CCOC(=O)c1c(C)oc2c1c(C=NCCC(=O)O)c(O)c1ccccc12	-88	17	0.7	-4.4	25	5	-11	5	-5
CCN(CC)c1ccc(C=Nc2ccc(C)cc2C)c(O)c1	1	-68	1.1	0.2	-0.6	20	8	3	-5
COc1ccc(C(=O)NCCCN2CCCC2=O)cc1	-6	-5	1.2	0.7	0.0	0	0	13	2
Cc1ccc(-n2c(=O)c3sccc3n(Cc3cc(=O)n4ccccc4n3)c2=O)cc1F	-1	6	-0.3	1.1	-1.0	2	0	6	-9
CN(C)S(=O)(=O)c1ccc(C(=O)NCC(=O)N/N=C/c2cccs2)cc1	-4	0	0.0	1.1	6.7	26	0	9	-13
Cc1ccc(C(C)C)c(OCCNC(=S)Nc2cccc3ccccc23)c1	-6	-4	0.7	-6.7	-0.2	-1	0	2	-11
CN(C)S(=O)(=O)c1cccc(-c2cn3cccnc3n2)c1	-5	7	0.7	-0.7	0.5	5	1	17	2
CCNc1nc(NCC)nc(OCCOC(=O)COc2ccc(Cl)cc2Cl)n1	5	22	0.4	0.5	-0.6	2	-5	13	-4
CCOc1ccc(/C=N/OCC(=O)NCc2cccs2)cc1	2	-7	1.4	0.9	0.1	1	-1	7	-8
CCSc1nc(O)c(Cc2ccccc2)c(=O)[nH]1	3	25	0.3	0.5	0.6	0	2	5	12
CCCCNC(=O)/C=C/c1cccs1	3	-4	1.1	1.2	0.4	3	-3	6	-7
COc1ccc(COC(=O)c2nc3nc(C)cc(C)n3n2)cc1F	-2	3	1.5	-0.2	1.4	0	1	17	0
COc1ccc(N(CC(=O)NC2CCCC2)C(=O)c2ccc(N3CCCCC3)nc2)cc1	-39	13	-0.8	-4.1	-0.5	2	-2	9	-6

Given as a markdown table: entries from further up
| molecule | Runt-SMMHC FRET | EP2 modulator | PERK inh | TNF necrop inh | L929 necroptosis | Hck Nef HTS | Runt-CBFb FRET | EP2 antag | RBBP9 inhibitor |
| --- | --- | --- | --- | --- | --- | --- | --- | --- | --- |
| COc1ccc(C(=O)NCCCN2CCCC2=O)cc1 | -6 | -5 | 1.2 | 0.7 | 0.0 | 0 | 0 | 13 | 2 |
| Cc1ccc(-n2c(=O)c3sccc3n(Cc3cc(=O)n4ccccc4n3)c2=O)cc1F | -1 | 6 | -0.3 | 1.1 | -1.0 | 2 | 0 | 6 | -9 |
| CN(C)S(=O)(=O)c1ccc(C(=O)NCC(=O)N/N=C/c2cccs2)cc1 | -4 | 0 | 0.0 | 1.1 | 6.7 | 26 | 0 | 9 | -13 |
| Cc1ccc(C(C)C)c(OCCNC(=S)Nc2cccc3ccccc23)c1 | -6 | -4 | 0.7 | -6.7 | -0.2 | -1 | 0 | 2 | -11 |
| CN(C)S(=O)(=O)c1cccc(-c2cn3cccnc3n2)c1 | -5 | 7 | 0.7 | -0.7 | 0.5 | 5 | 1 | 17 | 2 |
| CCNc1nc(NCC)nc(OCCOC(=O)COc2ccc(Cl)cc2Cl)n1 | 5 | 22 | 0.4 | 0.5 | -0.6 | 2 | -5 | 13 | -4 |
| CCOc1ccc(/C=N/OCC(=O)NCc2cccs2)cc1 | 2 | -7 | 1.4 | 0.9 | 0.1 | 1 | -1 | 7 | -8 |
| CCSc1nc(O)c(Cc2ccccc2)c(=O)[nH]1 | 3 | 25 | 0.3 | 0.5 | 0.6 | 0 | 2 | 5 | 12 |
| CCCCNC(=O)/C=C/c1cccs1 | 3 | -4 | 1.1 | 1.2 | 0.4 | 3 | -3 | 6 | -7 |
| COc1ccc(COC(=O)c2nc3nc(C)cc(C)n3n2)cc1F | -2 | 3 | 1.5 | -0.2 | 1.4 | 0 | 1 | 17 | 0 |
| COc1ccc(N(CC(=O)NC2CCCC2)C(=O)c2ccc(N3CCCCC3)nc2)cc1 | -39 | 13 | -0.8 | -4.1 | -0.5 | 2 | -2 | 9 | -6 |

(more compounds)
SMILES	Runt-SMMHC FRET	EP2 modulator	PERK inh	TNF necrop inh	L929 necroptosis	Hck Nef HTS	Runt-CBFb FRET	EP2 antag	RBBP9 inhibitor
COC(=O)c1ccc(C(=O)NCCCCO)cc1	0	11	-0.1	1.0	1.3	21	-5	1	-5
CC1(C)CC=C(NNC(=O)c2cccnc2)C(=O)C1	-13	17	1.8	0.8	1.6	-2	-9	12	3
CC(=O)Nc1ccc(S(=O)(=O)NCC(=O)OCC(=O)c2cc(C)n(-c3ccc4c(c3)OCO4)c2C)cc1	-5	13	0.7	0.0	-0.1	0	-2	9	-2
Cc1nc(-c2ccc(Cl)cc2)sc1C1(C)CC(c2ccc(OC(F)(F)F)cc2)=NO1 (stereo unspecified)	0	3	.	-0.1	-0.4	12	0	16	.
COc1cccc(OC)c1C(=O)N1CCN(Cc2ccc3c(c2)OCO3)CC1	0	0	-0.4	0.4	1.2	1	-2	9	2
Nc1cc2c([N+](=O)[O-])cccc2o1	-6	-6	0.5	-1.8	0.8	-1	-4	9	-13
C(=N/Nc1cc(N2CCOCC2)nc(N2CCOCC2)n1)/c1ccccc1	3	24	-1.4	7.3	-0.9	7	-5	14	-7
CC(=O)Oc1ccc2nc(CN3C(=O)c4ccc([N+](=O)[O-])cc4C3=O)oc(=O)c2c1	2	5	1.0	0.5	1.4	24	0	6	-6
COc1ccc(Cn2c(=O)c3c(nc(NCCO)n3C)n(C)c2=O)cc1	-1	26	1.5	-1.0	1.0	-10	-1	2	-9
COc1ccc([N+](=O)[O-])cc1NS(=O)(=O)c1cccc(C(=O)O)c1	-3	20	2.4	0.2	0.5	13	0	8	0
COc1ccc(C2CC(c3ccccc3)=NN2S(=O)(=O)c2ccc(C)cc2)c(OC)c1 (stereo unspecified)	-4	57	-0.3	-1.5	-0.2	-14	-1	11	-8
CCCCOc1ccc(C(=O)N2CCCC2)cc1	4	4	0.2	-0.9	0.1	5	3	12	-3
Cc1nc2scc(-c3ccc(C(C)(C)C)cc3)c2c(=O)n1N	-1	-87	0.3	0.0	0.9	22	-2	8	0
CCOC(=O)c1c(C)[nH]c(N=Nc2ccc(C)cc2C)c1C	-17	24	-0.7	0.0	-0.1	-1	-2	10	-5
COC(=O)C(NC(=O)c1ccccc1)=C1CCCCC1	1	8	-1.7	0.4	-0.4	0	-1	9	-3
O=[N+]([O-])c1cc(S(=O)(=O)N2CCCCC2)ccc1NCCN1CCOCC1	3	-30	0.0	0.8	1.6	13	-1	11	-8
Cc1ccc(-n2nnc3c(=O)n(CC(=O)NCC4CCCO4)cnc32)cc1 (stereo unspecified)	2	-1	-0.7	-4.2	0.2	2	-4	5	-3
Cc1noc(C)c1COC(=O)c1ccccc1Sc1ccccc1C#N	-4	56	-0.9	-7.3	-0.4	3	-4	6	-7
CC(=O)Nc1ccc(C(=O)OCc2ccc(F)cc2)cc1	-7	-16	0.2	0.9	2.4	16	4	6	-8
CC1CCC/C=C/C(=O)c2c(O)cc(O)cc2CC(=O)O1 (stereo unspecified)	-5	19	.	-26	84*	33	0	14	.
COC(=O)c1ccc(NC(=O)CCN2C(=O)CSC2=O)cc1	-16	6&9	1.0	1.2	1.4	7	0	7&7	3
CCn1c(SCC(=O)n2c(C)c(C)c3ccccc32)nnc1-c1ccco1	-4	-13	0.5	-2.3	0.5	5	-2	6	0
Cc1ccc(SCc2c(C(=O)N/N=C/C3CC=CCC3)nnn2-c2nonc2N)cc1 (stereo unspecified)	2	-43	0.0	1.7	0.4	25	-1	9	2
Clc1ccc(-c2ccc(C=Nc3ccc(N4CCOCC4)cc3)o2)cc1	-13	5	0.3	1.0	1.2	8	-2	4	-3
O=C(OCc1ccc(Br)cc1)c1ccncc1	-2	-5&-22	0.2	0.8	1.0	15	0	0&5	-2
Cn1c(Cn2c3ccccc3c3ccccc32)n[nH]c1=S	14	-7	0.6	-3.4	0.1	11	11	9	0
O=C(NCc1ccc(F)cc1)C(c1ccccc1)N(C(=O)c1csnn1)C1CC1 (stereo unspecified)	2	7	1.0	-1.1	0.1	17	0	6	-5
COc1ccc(-c2cc(C(=O)NC(Cc3c[nH]c4ccccc34)C(=O)O)c(C)o2)cc1OC (stereo unspecified)	37	-109&-89	0.5	2.0	1.3	14	36	13&5	6
COc1ccc(S(=O)(=O)N2CCN(Cc3cccc(Cl)c3)CC2)cc1	0	-9	0.5	0.4	0.0	1	0	3	4

Not all compounds are listed. The share of hits here may be higher or lower than overall.
